Abeta yeast res: restores growth of yeast expressing A-beta42 peptide | AID 1347071 | Potency, µM (series often up to 46.1 µM), for inactives: at the highest dose growth rescue, actives largely listed as activators | yeast expressing A-beta42, growth rescue, OD600, 48 h; response scale: 0% DMSO, 100% iron-clioquinol control | hit rate 0.063% among 410,000; further: potency means the concentration at half of the fitted maximal effect; nearly all actives have a fitted effect of over 55% in size
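Growth rescue measured by 600 nm absorbance after 48 h yeast culture at 30 C with compound. Values normalized between DMSO and an equimolar ferric chloride plus clioquinol control.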
FUS yeast rescue: rescues growth of FUS-expressing yeast; Potency, µM (series often up to 76.6 µM), for inactives: at the top dose growth rescue (activation), hits mostly activators; S. cerevisiae FUS-expressing, growth rescue, OD600, 24 h; AID 1347120; hit rate 0.24% among 390,000;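 further: potency means the concentration at half of the fitted maximal effect; plate controls were DMSO vehicle for no effect and reference control for full effect; nearly all actives have a fitted effect of over 55% in size; some results filed as inactive show a strong effect at the top dose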
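Read-out: OD at 600 nm after 24hr at 30C, reporting rescue of FUS-induced yeast toxicity. Cells at OD 0.005 in galactose (2%) minimal medium; compounds tested in a dilution series; CP55940 titration from 92uM final as control.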
aSyn rescue: inhibitors of alpha-synuclein toxicity in yeast. Potency, µM (titrated, usually from 46.1 µM), without a hit: at the highest dose growth rescue (activation), most hits filed as activators. AID 652106. hit rate 0.14% among 370,000. Yeast expressing alpha-synuclein, growth rescue, BacTiter-Glo, 24 h; further: potency means the concentration at half of the fitted maximal effect; % of control where 0% means no effect; nearly all actives have a fitted effect of over 65% in size
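Galactose-induced alpha-syn yeast (OD600=0.02, raffinose-pregrown) + pinned cpd, 24 hr, 30 deg C; growth by BacTiter-Glo luminescence. Growth restoration scores as activation.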
Mm-Cpn inhibitor: M. maripaludis TRiC chaperonin inhibition; purified Mm-Cpn ATPase, ADP Transcreener TR-FRET; Potency, µM (top dose mostly 76.9 µM), inactives show top-dose activity, negative = inhibition, usual class: inhibitors; hit rate 0.031% among 330,000; further: potency means the concentration at half of the fitted maximal effect; on the % scale 0 is the no-effect control and ±100 the full control effect; nearly all actives have a fitted effect of over 80% in size
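25 nM Mm-CPN + cpd, 10 min 37°C; + 10 uM ATP, 30 min 37°C; buffer 30 mM Tris pH 7.4, 100 mM KCl, 5 mM MgCl2, 1 mM DTT; Transcreener ADP HTRF detection 30 min RT.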
GLP1R cytotox: cytotoxicity counter-screen for GLP-1 receptor inverse agonists; hit rate 0.13% among 410,000; HEK293 cAMP-luciferase reporter cells, luminescence, 24 h; Potency, µM (doses to about 38.3 µM), without a hit: top-dose activity change, negative = inhibition, usual class: inhibitors;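 further: loss of luciferase light is scored as toxicity; potency means the concentration at half of the fitted maximal effect; on the % scale 0 is the no-effect control and ±100 the full control effect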
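Quantitative HTS format, 1536 wells, 200 cells/uL seeded. Compounds: 23 nL, 24 h, 37 °C. Detection: luciferase reagent, luminescence at 12 min RT; decreased signal taken as cytotoxic.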
PTHR1 agonist: activates the human parathyroid hormone receptor PTHR1; Q03431; HEK293 GP2 PTHR1 cells, GloSensor cAMP luminescence, 1 h; Potency, µM (highest dose often 115 µM), for inactives: top-dose activation, most hits filed as activators; hit rate 0.075% among 410,000; AID 743266; further: potency means the concentration at half of the fitted maximal effect; nearly all actives have a fitted effect of over 55% in size; some results filed as inactive show a strong effect at the top dose; inactives centre near -15; many of its hits are not listed in these tables
Target sequence (Q03431 whole entry, looked up): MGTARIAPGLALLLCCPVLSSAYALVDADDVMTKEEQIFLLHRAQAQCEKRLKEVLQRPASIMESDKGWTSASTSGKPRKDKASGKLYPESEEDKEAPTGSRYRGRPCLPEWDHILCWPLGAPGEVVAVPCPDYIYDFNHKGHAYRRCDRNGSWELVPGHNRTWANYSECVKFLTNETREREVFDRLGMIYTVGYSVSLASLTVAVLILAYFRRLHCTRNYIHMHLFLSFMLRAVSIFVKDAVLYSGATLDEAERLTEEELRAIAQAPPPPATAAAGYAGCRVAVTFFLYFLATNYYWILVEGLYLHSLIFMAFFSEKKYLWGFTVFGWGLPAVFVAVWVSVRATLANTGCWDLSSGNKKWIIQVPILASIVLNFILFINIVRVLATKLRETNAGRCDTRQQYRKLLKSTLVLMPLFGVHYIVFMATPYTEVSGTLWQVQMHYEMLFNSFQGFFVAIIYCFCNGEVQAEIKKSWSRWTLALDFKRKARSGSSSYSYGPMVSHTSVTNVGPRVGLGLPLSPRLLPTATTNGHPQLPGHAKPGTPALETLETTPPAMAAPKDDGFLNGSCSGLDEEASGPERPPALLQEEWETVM
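HEK-293-derived GP2 cells expressing PTHR1 and a GloSensor cAMP reporter, 3,000/well, plated overnight, given luciferin plus IBMX (each 0.5 mM as added) for 1 h at 37 °C, then compound for 1 h at 37 °C. Luminescence was read after 15 min at room temperature.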
GLP1R inv ag: acts as inverse agonist at human GLP-1 receptor; P43220; hit rate 1.6% among 410,000; Potency, µM (top dose mostly 38.3 µM), for inactives: top-dose activity change, negative = inhibition, most hits filed as inhibitors; HEK293 GLP-1R CRE-luciferase, luminescence, 24 h; GLP-1R form is constitutively active; further: potency means the concentration at half of the fitted maximal effect; on the % scale 0 is the no-effect control and ±100 the full control effect; nearly all actives have a fitted effect of over 55% in size
Target sequence (P43220 whole entry, looked up): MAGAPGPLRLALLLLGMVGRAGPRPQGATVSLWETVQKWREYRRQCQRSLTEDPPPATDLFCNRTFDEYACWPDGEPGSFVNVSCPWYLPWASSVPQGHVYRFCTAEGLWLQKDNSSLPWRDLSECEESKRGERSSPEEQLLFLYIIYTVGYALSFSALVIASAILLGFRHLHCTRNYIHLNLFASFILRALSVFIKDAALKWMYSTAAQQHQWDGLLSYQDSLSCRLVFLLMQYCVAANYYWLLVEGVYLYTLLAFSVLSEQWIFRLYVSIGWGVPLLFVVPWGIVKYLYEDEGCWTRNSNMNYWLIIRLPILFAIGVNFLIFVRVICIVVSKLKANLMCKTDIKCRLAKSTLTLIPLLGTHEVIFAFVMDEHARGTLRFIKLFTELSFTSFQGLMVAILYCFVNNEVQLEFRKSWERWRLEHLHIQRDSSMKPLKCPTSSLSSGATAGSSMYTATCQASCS
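Cells are plated, allowed 12 hours at 37 deg C, then treated with compounds for 24 hr before luciferase detection reagent is added and luminescence is read after 12 min at room temperature. The HEK293 line carries constitutively active GLP-1R with a cAMP-responsive reporter.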
TDP43 rescue: TDP-43 toxicity inhibition in yeast | hit rate 1.8% among 410,000 | TDP-43 expressing yeast growth rescue, BacTiter-Glo, 24 h | AID 652104 | Potency, µM (highest dose often 46.1 µM), for inactives: top-dose growth rescue (activation), hits mostly activators; further: potency means the concentration at half of the fitted maximal effect; % of control where 0% means no effect; nearly all actives have a fitted effect of over 50% in size
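Readout is BacTiter-Glo luminescence of cell growth, so inhibitors register as activators. TDP-43-expressing yeast at OD600=0.02 in galactose medium, after raffinose pregrowth to mid-log, were incubated with compound for 24 hr at 30 deg C.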
Akt phos inh: blocks phosphorylation of Akt; activity change, % for hits at 50 µM; hit rate 0.32% among 360,000; Neuro2A IGF-stimulated pAkt S473 HTRF, 20 min; hits give low values; AID 651550; in the data active means activity change below about -80%; inconclusive means mostly about -51% to -80%; further: on the % scale 0 is the no-effect control and ±100 the full control effect
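Neuro2A cells in DMEM with 0.5% FBS, overnight at 37 deg C, given compound at single 50 µM final, then IGF (6 nM final) for 20 min at 37 deg C. Lysed; phospho-Akt Ser473 by HTRF after 24 h, 665/615 ratio.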
An asterisk follows results filed as active; i = inactive; ? = inconclusive; / = no result given; [ ] = another dose, or the depositor's remark. Unless noted, the call rests on the fitted dose curve; in most records, active means well fitted curve in the direction sought with a large enough effect; inconclusive means small, poorly fitted or top-dose-only effect, or another doubt; inactive means no such curve, though single readings can be large; an effect the other way counts as inactive or inconclusive. Some of the compounds tested. The share of hits here may be higher or lower than overall.

SMILES,Abeta yeast res,FUS yeast rescue,aSyn rescue,Mm-Cpn inhibitor,GLP1R cytotox,PTHR1 agonist,GLP1R inv ag,TDP43 rescue,Akt phos inh
NC(=O)c1nnsc1-c1ccco1,-5%,-5%,-1%,/,-4%,i,59%[activator],0%,i
Cc1ccc(C2=NN(Cc3nnc(-c4ccccc4)o3)C(=O)SC2)cc1,0%,/,10%,2%,-5%,-34%,?,18µM*,i
CCOC(=O)c1ccc(COC(=O)CNC(=O)CNC(=O)Cc2ccccc2)cc1,2%,/,3%,-1%,8%,i,11%,0%,i
Cn1cnc(S(=O)(=O)N2CCC(C(=O)N3CCN(c4cccc(C(F)(F)F)c4)CC3)CC2)c1,-17%,21%,/,/,1%,-19%,1%,-4%,/
COc1cc(C)ccc1OCCCCOc1ccccc1C(C)=O,2%,/,-7%,0%,-7%,-42%[inhibitor],?,-5%,i
Cc1cc(C)c2[nH]c(=O)c(CN(CC3CCCO3)C(=O)c3cnccn3)cc2c1 (stereo unspecified),1%,4%,0%,-22%,-3%,i,3%,-3%,/
Cc1ccc(-n2cc(C(=O)OCc3ccc(F)c(F)c3)c3ccccc3c2=O)cc1,-1%,-2%,/,/,-6%,i,1%,9%,/
O=C1c2cc(S(=O)(=O)N(CCO)CCO)ccc2-c2ccc(S(=O)(=O)N(CCO)CCO)cc21,-7%,-8%,7%,/,-10%,i,12%,3%,i
COc1ccc2c(c1)CC/C2=N\NC(=O)c1ccccc1,0%,2%,-11%,-5%,-11%,0%,2%,-3%,i
COc1ccc(N2CCN(C(=O)c3ccc4nc(N5CCCCC5)sc4c3)CC2)cc1,12%,1%,1%,-3%,-6%,-55%[inhibitor],12%,14%,i
O=C(C1CCCN(C2CC(=O)N(c3ccc(Cl)cc3)C2=O)C1)N1CCCC1 (stereo unspecified),-80%[inhibitor],3%,10%,-6%,8%,i,28%,?,i
COc1ccc(S(=O)(=O)N(C)CC(=O)NCCc2ccccc2)cc1OC,-7%,16%,1%,-1%,20%,i,25%,0%,i
N#Cc1cnn(Cc2ccccc2)c1/N=C/N1CCOCC1,-8%,23%,-7%,0%,4%,-24%,21%,-18%,i
CCOC(=O)c1cc2cc(CC(=O)c3ccc(OCC)cc3O)ccc2o1,-8%,7%,-4%,0%,-6%,-17%,-7%,-9%,i
CC(C)N(C(=O)CSc1nnc(CSc2ncccn2)n1C)C(C)C,-11%,-14%,-3%,0%,6%,i,13%,15%,i
Brc1cccc(CNn2cnnc2)c1,8%,-13%,1%,/,-4%,i,11%,1%,i
CC(C)(C)c1ccc(COC(=O)CN2C(=O)NC3(CCCC3)C2=O)cc1,?,20%,5%,-2%,-10%,-9%,?,2%,i
COC(=O)C1=C(C)NC(C)=C(C(=O)OCC2CCCO2)C1c1cccc(Br)c1 (stereo unspecified),-5%,40%,3%,-7%,-23%,-44%[inhibitor],?,27%,i
CC(C)n1c(SCC(=O)Nc2ccc(F)cc2)nc2c(oc3ccccc32)c1=O,1%,-4%,/,/,-1%,-3%,-1%,20µM*,/
CCOc1nc(CC)nc(NC(=O)NS(=O)(=O)c2ccccc2Cl)n1,4%,-23%,-7%,-7%,-3%,-12%,34%[activator],-7%,i
CC[C@H](C)[C@H]1CNC(=S)N1CC1CCN(CCC(C)(C)C)CC1,7%,-30%,0%,/,-4%,-33%[inhibitor],1%,0%,i
CCCCn1nnnc1C1(C)CCC(=O)N1Cc1ccc(F)cc1 (stereo unspecified),-12%,-11%,-4%,/,3%,i,-5%,7%,i
CCN(c1ccccc1)S(=O)(=O)c1ccc(NC(=S)NC(=O)c2ccc(Br)o2)cc1,3%,-22%,-5%,-3%,-8%,-37%[inhibitor][57.5 µM],?,6%,i
Cc1ccc(C(=O)Nc2ccc(C(F)(F)F)n(C)c2=O)cc1,-3%,-27%,-3%,1%,4%,-1%,7%,19%,i
CC(C)c1ccc(N2C(=O)CS(=O)(=O)C23C(=O)N(Cc2cccc(F)c2)c2ccccc23)cc1 (stereo unspecified),4%,18%,-2%,/,1%,i,-27%,17%,/
Cc1cc(C(=O)NC2CCCN(Cc3ccc(Cl)cc3)C2)c(C)o1 (stereo unspecified),-5%,22%,1%,1%,-11%,-7%,?,-6%,i
O=C(CSc1n[nH]c(=O)n1C1CC1)c1ccc2c(c1)OCCO2,13%,-9%,5%,2%,3%,-16%,6%,13%,i
CCOc1ccccc1NC(=O)C(Sc1nnnn1C)c1ccccc1 (stereo unspecified),21%,-8%,9%,-7%,-15%,-13%,-13%,10%,i
Cc1ccc2nc3n(c(=O)c2c1)CCC3,3%,-28%,-4%,-1%,-2%,-17%[57.5 µM],13%,-3%,i
CCOc1ccccc1CNC(=O)C1CCN(c2nc3ccccc3nc2C(F)(F)F)CC1,-5%,-13%,/,/,1%,-3%,3%,11%,/
COc1ccc(S(=O)(=O)Nc2nc3ccccc3s2)cc1,14%,-7%,-2%,0%,-12%,-10%[57.5 µM],4%,9%,i
CCC(C)[C@H](NC(=O)N1CCCC1)C(=O)O (stereo partly specified),-1%,-24%,4%,-5%,5%,-31%[inhibitor][57.5 µM],-4%,-1%,i
CC(=O)Nc1ccc(S(=O)(=O)NCCc2csc(-c3cccnc3)n2)cc1,15%,19%,-3%,0%,2%,-4%,8%,0%,i
COc1ccccc1C(=O)Nc1nnc(S(=O)(=O)N(C)c2ccc(Cl)cc2)s1,4%,-12%,/,/,0%,-2%,-8%,0%,/
COc1cccc(/C=C/C(=O)OCC(=O)Nc2ccccc2Sc2ccccc2)c1,-20%,18%,2%,-1%,-2%,-14%,?,-2%,i
COCCN1C(=O)c2oc3cc(C)c(C)cc3c(=O)c2C1c1ccc(O)cc1 (stereo unspecified),?,2%,1%,/,-11%,-23%,5%,0%,i
CCC(C)NC(=O)CCc1c(C)nc2cc(-c3ccc(OC)cc3OC)nn2c1C (stereo unspecified),-8%,-6%,/,/,3%,-20%,-3%,8%,/
Cc1ccc(CSC2=CS(=O)(=O)c3ccccc3N2)cc1,4%,-21%,-12%,2%,-24%,-2%[57.5 µM],?,6%,i
COc1ccc(S(=O)(=O)N2CCC(c3ccncc3)CC2)cc1OC,7%,-9%,/,/,0%,-13%,-5%,25%[9.22 µM],/
C[C@@H]1CC=C[C@H]2[C@H]1C(=O)N(Cc1ccccc1)[C@H]2c1cccc([N+](=O)[O-])c1,9%,?,5%,1%,2%,-49%[inhibitor],7.1µM*,?,i
O=C(NCCN1CCOCC1)C1CCN(c2ncnc3c2sc2cccc(F)c23)CC1,16%,-3%,2%,1%,3%,-54%[inhibitor],6%,26%,i
O=C(O)C1CC=CCC1C(=O)N1CCCC1 (stereo unspecified),3%,-9%,-4%,-1%,-12%,-6%[57.5 µM],4%,-4%,i
CCNc1nc(C)nc2c1cnn2C,-8%,5%,6%,/,1%,i,15%,-15%,i
O=C(NCC1CCCO1)C(c1ccc(N2CCOCC2)cc1)N(C(=O)Cn1nnc2ccccc21)c1ccccc1F (stereo unspecified),-10%,8%,-5%,1%,-7%,19%,6%,-1%,i
O=C(Nc1ccccc1)Nc1ccc(C(=O)N2CCCC2)cc1,-67%[inhibitor],22%,-38%[inhibitor],1%,-3%,i,-69%,-65%[inhibitor],i
CC(=O)Nc1ccc(C(=O)OCCCOC(=O)c2ccc(NC(C)=O)cc2)cc1,4%,25%,3%,1%,16%,i,64%[activator],4%,i
O=C(NC1CCCCC1)c1ccc(CSc2nc3ccncc3n2Cc2ccccc2F)cc1,-6%,10%,/,/,-2%,i,2%,25%,/
COc1ccc(Cc2nc3ccc(C(=O)NCCc4ncccc4C)cc3o2)cc1OC,-8%,-34%,-5%,/,-13%,i,46%[activator],-2%,i

Some of the entries above in a different format.
O=C(O)C1CC=CCC1C(=O)N1CCCC1 (stereo unspecified)
  Abeta yeast res: 3% | FUS yeast rescue: -9% | aSyn rescue: -4% | Mm-Cpn inhibitor: -1% | GLP1R cytotox: -12% | PTHR1 agonist: -6%[57.5 µM] | GLP1R inv ag: 4% | TDP43 rescue: -4% | Akt phos inh: i
O=C(Nc1ccccc1)Nc1ccc(C(=O)N2CCCC2)cc1
  Abeta yeast res: -67%[inhibitor] | FUS yeast rescue: 22% | aSyn rescue: -38%[inhibitor] | Mm-Cpn inhibitor: 1% | GLP1R cytotox: -3% | PTHR1 agonist: i | GLP1R inv ag: -69% | TDP43 rescue: -65%[inhibitor] | Akt phos inh: i

Next part
SMILES,Abeta yeast res,FUS yeast rescue,aSyn rescue,Mm-Cpn inhibitor,GLP1R cytotox,PTHR1 agonist,GLP1R inv ag,TDP43 rescue,Akt phos inh
COc1ccc(C(CCN2CCOCC2)c2c(O)cc(OC)cc2OC)cc1 (stereo unspecified),2%,-5%,0%,1%,-8%,-7%,6%,9%,i
COc1ccc(NC(=O)C2CCN(C(=O)Cc3ccccc3)CC2)c(OC)c1,-3%,15%,-1%,1%,2%,-24%,9%,-16%,i
CCOCCCNC(=O)c1cn(C)c2ccc(S(=O)(=O)N3CCCC3)cc2c1=O,-2%,-4%,3%,-3%,-13%,i,5%,1%,i
CCSc1nnc(NC(=O)c2ccccn2)s1,-55%[inhibitor],16%,?,3%,?,i,?,?,i
Oc1[nH]c2ccccc2c1OCc1ccncc1,20%,-16%,0%,0%,-14%,-23%,2%,20%,i
